Screening results deposited in PubChem by several laboratories.
KCNQ2 block – KCNQ2 potassium channel inhibitors, primary screen, cell-based, CHO-K1, FluxOR thallium flux, B-score (AID 2156). B-score at 10 µM. hit rate 1.1% among 310,000. 20 min; stronger effect = lower value. O88943;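 active means fluorescence ratio B-score at most minus 3 library SDs, with starting brightness B-score within 2 library SDs, cut at about -5.5 in these data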
STK33 inh – blocks human STK33 kinase activity | purified STK33, MBP phosphorylation, ADP-Glo luminescence | inhibition, % at 10 µM | hit rate 0.073% among 320,000 | AID 2661;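 active means inhibition at or above 25%, using the most active replicate where run in duplicate; inactive means inhibition below 25%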
Target sequence (Q9BYT3 whole entry, looked up): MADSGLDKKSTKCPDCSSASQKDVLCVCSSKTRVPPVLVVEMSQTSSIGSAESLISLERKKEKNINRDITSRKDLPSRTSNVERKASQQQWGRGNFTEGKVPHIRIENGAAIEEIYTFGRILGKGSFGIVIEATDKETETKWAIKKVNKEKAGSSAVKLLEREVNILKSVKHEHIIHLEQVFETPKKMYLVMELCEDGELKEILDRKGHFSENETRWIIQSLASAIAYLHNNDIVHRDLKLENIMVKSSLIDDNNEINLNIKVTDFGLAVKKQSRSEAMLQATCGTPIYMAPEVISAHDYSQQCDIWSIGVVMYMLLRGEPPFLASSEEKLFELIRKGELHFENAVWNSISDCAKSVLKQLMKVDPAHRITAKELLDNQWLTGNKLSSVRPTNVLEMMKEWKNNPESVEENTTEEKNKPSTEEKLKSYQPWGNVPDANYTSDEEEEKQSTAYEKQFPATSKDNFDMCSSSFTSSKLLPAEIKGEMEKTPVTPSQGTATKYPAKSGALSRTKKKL
OX1R antag – antagonists of human orexin 1 receptor (OX1R); inhibition, % at 6.6 µM; OX1R-expressing cells, FRET antagonist read-out; hit rate 1.8% among 330,000; O43613; in the data active means inhibition mostly above about 38%, no sharp cut-off; inactive means mostly below about 40%;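 further: 0% = agonist challenge alone and 100% = reference antagonist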
Target sequence (O43613 whole entry, looked up): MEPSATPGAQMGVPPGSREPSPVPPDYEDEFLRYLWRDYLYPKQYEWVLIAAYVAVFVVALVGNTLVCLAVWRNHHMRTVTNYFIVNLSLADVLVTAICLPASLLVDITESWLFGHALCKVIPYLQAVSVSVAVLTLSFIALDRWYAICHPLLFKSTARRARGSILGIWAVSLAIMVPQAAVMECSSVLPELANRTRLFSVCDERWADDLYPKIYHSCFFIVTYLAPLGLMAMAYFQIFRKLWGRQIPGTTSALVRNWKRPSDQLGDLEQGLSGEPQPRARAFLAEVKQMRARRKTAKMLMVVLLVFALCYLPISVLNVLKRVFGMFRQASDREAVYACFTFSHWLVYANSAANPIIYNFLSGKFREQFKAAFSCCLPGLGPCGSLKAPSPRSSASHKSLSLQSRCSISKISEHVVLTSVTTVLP
Starred values were filed as active, the others as inactive; i = inactive; x = no result given. Compounds as they come. Share with any hit: about 2.7%.

Order of results: KCNQ2 block | STK33 inh | OX1R antag
Cc1ccc(NC(=O)COC(=O)Cn2ccc(=O)[nH]c2=O)cc1C
→ x | -1.8 | 6
COc1ccc(N2CC(NS(=O)(=O)c3cccnc3)CC2=O)cc1 (stereo not given)
→ i | 0.3 | 2
CCc1c(C(=O)N/N=C/c2ccsc2)csc1C
→ i | -0.3 | 17
COCCNC(=O)c1ccc(Cl)c(S(=O)(=O)Nc2cccc(C)c2C)c1
→ i | -0.9 | 33
Cc1cccn2c(=O)c(/C=C(\C#N)C(=O)NCc3ccco3)c(N3CCC(C(N)=O)CC3)nc12
→ i | -1.5 | 31
COCCn1c(C)c(C)c(S(=O)(=O)c2ccccc2)c1N
→ i | -1.3 | -6
C=CCN=C1S/C(=C/c2ccc([N+](=O)[O-])cc2)C(=O)N1CC=C
→ i | -2.5 | 6
CC(C)(C)OC(=O)N1CCN(C(=O)c2[nH]cnc2C(=O)Nc2cccc(Cl)c2)CC1
→ x | -0.3 | 4
O=C(COc1ccc(Cl)cc1)NCc1ccc(F)cc1
→ i | 0.3 | 12
Cc1ccc(NC(=O)CSc2nnnn2-c2ccc3c(c2)OCO3)cc1C
→ i | -1.6 | 25
CNS(=O)(=O)c1cn(CC(=O)NCc2cccc(OC)c2)cc1S(=O)(=O)NC
→ i | -1.1 | 2
O=C(Nc1ccc(F)cc1)c1csc(Cc2ccccc2)n1
→ i | -0.9 | 34
COc1cc(NC(=O)c2ccccn2)cc(OC)c1OC
→ i | -0.4 | 12
O=[N+]([O-])c1ccc(Cl)c(S(=O)(=O)Nc2ccc(-c3ccc(N4CCOCC4)nn3)cc2)c1
→ i | x | 25
O=C(CNc1ccc(Br)cc1)c1ccc(O)cc1
→ i | 0.1 | 6

Single records, as listed above:
CC(C)(C)OC(=O)N1CCN(C(=O)c2[nH]cnc2C(=O)Nc2cccc(Cl)c2)CC1 across the screens: KCNQ2 block: x; STK33 inh: -0.3; OX1R antag: 4
O=[N+]([O-])c1ccc(Cl)c(S(=O)(=O)Nc2ccc(-c3ccc(N4CCOCC4)nn3)cc2)c1 across the screens: KCNQ2 block: i; STK33 inh: x; OX1R antag: 25
COCCn1c(C)c(C)c(S(=O)(=O)c2ccccc2)c1N across the screens: KCNQ2 block: i; STK33 inh: -1.3; OX1R antag: -6

Carrying on.
Order of results: KCNQ2 block | STK33 inh | OX1R antag
Cc1cc(C)cc(OCC(=O)Nc2ccc(N3CCCCC3)cc2)c1
→ i | x | 4
CN(C(=O)COc1ncnc2ccccc12)C1CCCCC1
→ x | -2.4 | 1
O=C(NCc1ccccc1)C1=C[C@H](C2CC2)C[C@H](OCc2ccc(CO)cc2)O1
→ i | -0.6 | 42
CS(=O)(=O)N(CC(=O)N/N=C/c1cc2c(cc1Br)OCO2)c1ccccc1Br
→ i | -0.3 | 20
O=C(CN1CCC(C(=O)c2ccc(Cl)cc2)CC1)Nc1ccc2c(c1)OCCO2
→ i | -0.9 | 3
CCc1ccc(N2CN(Cc3ccco3)CNC2=S)cc1
→ i | -0.1 | 16
Cc1nc2c(-c3ccccc3)c(C)[nH]n2c(=O)c1Cl
→ i | -2.7 | 5
O=C(NC(=O)c1ccc(F)cc1F)Nc1ccc(Cl)cc1
→ i | -0.1 | 1
CCOC(=O)c1csc(NC(=O)C2CCCCC2)n1
→ i | 1.5 | 8
O=C(c1ccc(O)cc1)c1ccc(Cl)cc1
→ i | 1.6 | 23
O=C(Nc1cccc(-c2nc3ccccc3s2)c1)c1cccs1
→ i | -1.4 | 81*
COc1ccc(N2C(=O)CC(c3ccccc3)C2=O)cc1 (stereo not given)
→ i | -1.2 | 8
CC(C)(C)c1ccc(C(=O)Nc2ccc(O)c3c(=O)cc(-c4cccc(Cl)c4)oc23)cc1
→ i | -1.0 | 11
O=C(c1nn2c(C(F)(F)F)cc(-c3ccc(F)cc3)nc2c1Cl)N1CCOCC1
→ i | -1.0 | 9
O=NNc1nc2ccccc2n1Cc1ccccc1
→ i | -1.7 | 16
Brc1cc(Br)cc(CN2CCSCC2)c1
→ i | 0.0 | 10
O=C(c1ccco1)N1CCN(C(c2cccs2)c2nnnn2C2CCCC2)CC1 (stereo not given)
→ i | 0.2 | 8
CCOc1ccc(OCCC(=O)OCC(=O)NC2CCCC2)cc1
→ x | -0.5 | 7
CCOC(=O)C1=C(C)NC(=O)NC1c1cc(Br)c(O)c(OC)c1 (stereo not given)
→ i | 0.6 | 6
Cc1ccc(S(=O)(=O)c2nc(-c3ccccc3)oc2NCc2cccnc2)cc1
→ i | -0.6 | 3
Cc1cccc(CN2CCC(N3CC(C)OC(C)C3)CC2)c1 (stereo not given)
→ i | -2.3 | 1
Cc1csc2c(N3CCC(C(=O)O)CC3)ncnc12
→ i | 0.1 | 10
O=C(NCC1CCCCC1)c1ccc([N+](=O)[O-])cc1
→ i | -0.8 | 27
CC1(c2ccc3ccccc3c2)NC(=O)N(CC(=O)Nc2cccc(S(=O)(=O)N3CCOCC3)c2)C1=O (stereo not given)
→ i | -0.6 | 3
CCN(CC)S(=O)(=O)c1cccc(-c2nnc(SCc3nnc(-c4cccs4)o3)n2N)c1
→ i | -1.2 | 8
COc1ccc(S(=O)(=O)N2CCN(CC3CC=CCC3)CC2)cc1 (stereo not given)
→ i | 9.5 | 9
Cc1ccc(OCCC(=O)NCCc2ccc(S(N)(=O)=O)cc2)cc1
→ i | -0.9 | 4
Fc1ccc(NC(=S)N/N=C/c2ccc(F)c(F)c2)c(F)c1
→ i | -0.9 | 0
C=CCn1c(O)c(N=NC(=O)OC(C)(C)C)c2ccccc21
→ i | 0.6 | 24
Cn1c(=S)[nH]c2ccccc21
→ i | -0.3 | 16
COc1cc(C(O)CO)ccc1OS(=O)(=O)O (stereo not given)
→ x | 0.9 | 8
Cc1cc(S(=O)(=O)N(Cc2ccccc2Cl)c2ccc3c(c2)CCC3)ccc1-n1cnnn1
→ i | -1.6 | 33
Cn1c(SCC(=O)NCc2ccccc2)nnc1-c1ccc(NC(=O)CCc2ccccc2)cc1
→ i | -0.5 | 23
O=C(O)CSCC(=O)Nc1cccc2ccccc12
→ i | -2.9 | 5
O=S(=O)(c1ccccc1)N(C1=NCCS1)S(=O)(=O)c1ccccc1
→ i | 0.3 | 17
O=C(CCCn1c(=O)[nH]c2cc(Cl)ccc2c1=O)NCCCN1CCCC1=O
→ i | -0.8 | 22
Cc1cc(C(F)(F)F)c2c(N)c(C(=O)Nc3cc(C)on3)sc2n1
→ i | 0.2 | 5
COc1ccccc1CNc1nc(SC)ncc1CO
→ i | -1.4 | 22
O=[N+]([O-])c1ccc(CSc2nnc3ccccn23)cc1
→ i | -0.5 | 30
Cc1cc(C)cc(Oc2coc3c(CN(C)C)c(O)ccc3c2=O)c1
→ i | -0.2 | 12
Cc1oc(C(=O)O)cc1COc1ccc2c(C)cc(=O)oc2c1
→ i | -2.7 | 13
CC(C)Cc1nnc(NC(=O)CS(=O)(=O)Cc2ccccc2)s1
→ i | 0.5 | 13
COc1cccc2cc(C(C)N(CCCN3CCOCC3)C(=S)Nc3ccccc3C)oc12 (stereo not given)
→ i | 0.5 | 9
O=C(COC(=O)[C@@H]1CC(O)CN1S(=O)(=O)c1ccc(Cl)c(Cl)c1)NC(=O)NCc1ccccc1 (stereo not given in full)
→ x | -0.5 | 1
CC(C)(C)NC(=O)C(OC(=O)c1cccs1)c1ccc(F)cc1 (stereo not given)
→ i | -1.0 | 15
CCCCC(=O)Nc1cccc(NC(=O)c2ccc3c(c2)OCO3)c1
→ i | 0.9 | 5
Cc1csc(N/N=C\c2cccnc2)n1
→ i | -3.3 | 15
Clc1ccc(-c2nnc(C34CC5CC(CC(C5)C3)C4)o2)cn1
→ i | x | 14
Cc1cc(C)n2nc(SCC(=O)NC3CCCCC3C)nc2n1 (stereo not given)
→ i | 0.7 | 5
O=C(CSc1nnc(C2COc3ccccc3O2)o1)N1CCN(c2ccccc2)CC1 (stereo not given)
→ i | -1.4 | 4
COc1ccc(OCCCC(=O)OCC(=O)Nc2sccc2C(N)=O)cc1
→ i | x | 31
CCOc1cc(/C=C2\C(=O)N(CCc3ccc(OC)c(OC)c3)C(C)=C2C(=O)OC)ccc1O
→ i | 0.8 | 16
COc1ccc(-c2sc3ccc(OC)cc3c2C#CCCO)cc1
→ i | 2.5 | 32
COc1cccc(NC(=O)NNS(=O)(=O)c2ccc(OC)cc2OC)c1
→ i | -1.8 | x
COc1ccc(/C=C\C(=O)NCC(=O)N/N=C/c2cccc(OC)c2O)cc1
→ i | -0.4 | 19
COC(=O)c1ccc(C2NC(=O)c3c(sc(C)c3C)N2)cc1 (stereo not given)
→ i | 0.9 | 10
O=C(Cc1cccs1)NC1(C(=O)NC2CCCC2)CCCCC1
→ i | 0.8 | 5
O=C(Nc1cccc(-c2nc3ccccc3c(=O)o2)c1)c1ccccc1
→ i | -1.1 | 4
CCOC(=O)C1(C)NC(c2cccs2)C2C(=O)N(c3ccc(C)cc3)C(=O)C21 (stereo not given)
→ i | -0.6 | 11
CC(Oc1ccccc1)C(=O)Nc1ccc(S(=O)(=O)N2CCN(C)CC2)cc1 (stereo not given)
→ i | -0.6 | 18

Other entries
Order of results: KCNQ2 block | STK33 inh | OX1R antag
CC1(C)Cc2cccc(C(=O)Nc3ccncc3)c2O1
→ i | 10 | 14
CC(OC(=O)c1ccccn1)C(=O)Nc1ccc2c(c1)OCCO2 (stereo not given)
→ x | -0.2 | 7
COc1ccc(CNC(=O)CNC(=O)c2cccs2)c(OC)c1
→ i | -1.2 | 2
Cc1ccc(-n2cnc3c(sc4nccc(N(C)C)c43)c2=O)cc1
→ i | 0.2 | 17
O=C(COC(=O)CCS(=O)(=O)c1ccc(F)cc1)NC1CCCCC1
→ x | -0.5 | 8
COCC(=O)OCC(=O)Nc1ccccc1-c1ccccc1
→ i | 1.1 | 23
O=C(Nc1ccc(Cl)cc1)c1nc[nH]c1C(=O)NCc1ccccc1
→ x | 0.8 | 3
COCC1CCCCN1Cc1cn(-c2ccccc2)nc1-c1ccc2c(c1)OCO2 (stereo not given)
→ i | -0.5 | 22
O=C(Cn1cnc2c(nnn2Cc2ccc(Cl)cc2)c1=O)c1ccccc1
→ i | -1.3 | 4
Cc1nc2cc(-c3ccc(F)cc3)[nH]n2c(=O)c1C
→ i | 0.6 | 46
Cc1ccc(CN2CCN(CC(=O)N3CCc4ccccc4C3)C2=O)cc1
→ i | 0.1 | -1
CCOC(=O)C1=C(C)Nc2ccccc2N/C1=N\S(=O)(=O)c1ccc(Cl)cc1
→ x | 0.1 | 30*
COc1ccc(CC(=O)N2CCN(c3ccccc3)CC2)cc1
→ i | -1.4 | -6
CCOC(=O)C(Cc1ccc(O)cc1)NC(=O)CCc1c[nH]c2ccccc12 (stereo not given)
→ i | -0.8 | 0
Cc1ccc(C(=O)N2CCOCC2)cc1S(=O)(=O)Nc1cccc(C)c1C
→ i | -0.1 | 24

Structures listed above printed as active in OX1R antag.
Order of results: KCNQ2 block | STK33 inh | OX1R antag
O=C(Nc1cccc(-c2nc3ccccc3s2)c1)c1cccs1
→ i | -1.4 | 81*
CCOC(=O)C1=C(C)Nc2ccccc2N/C1=N\S(=O)(=O)c1ccc(Cl)cc1
→ x | 0.1 | 30*

(list continues)
Order of results: KCNQ2 block | STK33 inh | OX1R antag
N#CCC(=O)Nc1ccc(C(=O)NNC(=O)CCN2CCN(c3ccccc3)CC2)cc1
→ x | 0.3 | 0
CSc1nc(Cl)cc(N2CCOCC2)n1
→ i | -2.1 | 16
Cc1ccc(S(=O)(=O)NC2=NCN(C(C)C)CN2)cc1
→ i | -3.5 | 7
COCCCNC(=O)c1cc(C)nn1-c1ccccc1
→ i | -0.6 | -11
O=C(CSc1nc2ccccc2[nH]1)Nc1ccc(N2CCOCC2)cc1
→ i | -1.6 | 14
CC(=O)c1sc(NC(=O)c2cccc3ccccc23)nc1C
→ i | 1.0 | 8
C(=N\n1cnnc1)/c1ccc2c(c1)OCO2
→ i | 0.1 | 8
Cc1ncc(CO)c(/C=N/NC(=O)c2ccc(Br)cc2)c1O
→ i | 1.3 | 19
Cc1ccc(SCc2cc(=O)[nH]c(/N=C(\N)Nc3ccccc3Sc3ccccc3)n2)cc1
→ i | -1.6 | 5
CCn1c(=O)c2c(n3c(=S)[nH]nc13)-c1ccccc1CC21CCCCC1
→ i | 1.1 | 5
O=C1COc2ccc(C(=O)COC(=O)Cc3ccc(Cl)cc3)cc2N1
→ i | 1.4 | 20
CCOc1ccc(NS(=O)(=O)c2cc(NC(=O)C3CC3)ccc2C)cc1Br
→ x | -0.4 | 14
CCn1c(SCC(=O)N2CCC(C(N)=O)(N3CCCCC3)CC2)nnc1-c1ccccc1
→ i | -0.3 | -5
O=C1CC(Nc2ccc(N3CCOCC3)cc2)C(=O)N1C1CCCCC1 (stereo not given)
→ i | 1.3 | 41
COc1ccc(CC(=O)NCc2nnc(SCc3ccc([N+](=O)[O-])cc3)n2C)cc1
→ i | -0.3 | 13
COc1ccc(C(=O)C2CCCN(Cc3ccc4nonc4c3)C2)cc1F (stereo not given)
→ i | -0.4 | 15
O=C(NCCc1ccccc1)C1CCC(CNc2c(N3CCCCC3)c(=O)c2=O)CC1 (stereo not given)
→ i | 0.6 | 9
CN(CC(=O)NCc1ccccn1)S(=O)(=O)c1ccc(Br)cc1
→ i | -0.8 | 20
Cc1ccc([C@@H]2CC=C(C(=O)O)CN2S(=O)(=O)c2ccccc2C)cc1
→ x | -1.4 | 31
